Screens deposited in PubChem BioAssay by several laboratories.
MITF TRPM1 HTS = activators of MITF-driven TRPM1 promoter activity in SK-MEL-5 cells. SK-MEL-5 TRPM1-promoter luciferase, 24 h; % of positive control, neutral wells = 0. activation, % at 12.5 µM. hit rate 0.75% among 300,000;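 active = mean activation of at least 80% with every replicate also reaching 80%; inconclusive = mean reaches 80% but some replicate falls short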;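 note: 0% = neutral control wells and 100% = parthenolide positive control wells; values of inactives mirror those of a sister screen read the other way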
NSD2 inh = inhibitors of human histone methyltransferase NSD2; O96028; NSD2 peptide methylation, AlphaScreen, 120 min; inhibition, % at 12.5 µM; hit rate 0.54% among 310,000; AID 743445; in the data active = inhibition above about 50%
SR-BI DiI inh = inhibitors of mouse SR-BI mediated HDL lipid uptake; Q61009; hit rate 0.96% among 320,000; AID 488896; ldlA[mSR-BI] CHO cells, DiI-HDL uptake fluorescence, 3 h; inhibition, % at 12.5 µM;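 active = mean replicate inhibition of at least 70% and a set share of replicates each scoring 70 or more; inconclusive = meets just one of the two criteria; inactive = fails both criteria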;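 note: 0% = median of neutral control wells and 100% = median of positive control wells; values of inactives mirror those of a sister screen read the other way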
PvdQ inh = P. aeruginosa PvdQ acylase inhibition | purified PvdQ acylase, fluorescence plate reader | inhibition, % at 10 µM | hit rate 0.063% among 340,000 | AID 488965; in the data active = inhibition above about 30%, passing the limit was not always enough; inconclusive = no clear call, values can overlap the other calls;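 note: 0% = vehicle neutral wells and 100% = reference inhibitor wells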
CDK5 p35 inh = CDK5/p35 (human) kinase inhibition. inhibition, % at 10 µM. Q00535+Q15078. AID 488839. Recombinant CDK5/p35, ADP-Glo luminescence, 60 min. hit rate 0.01% among 330,000;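 active = highest replicate inhibition of at least 50% and at least 75% of replicates reaching 50%; inconclusive = only one of the two criteria met; inactive = both criteria failed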;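 note: plate controls were DMSO neutral control for no effect and GW8510 at 10 µM for full effect; many of its hits are not listed in these tables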
Target sequence (Q00535 whole entry, looked up): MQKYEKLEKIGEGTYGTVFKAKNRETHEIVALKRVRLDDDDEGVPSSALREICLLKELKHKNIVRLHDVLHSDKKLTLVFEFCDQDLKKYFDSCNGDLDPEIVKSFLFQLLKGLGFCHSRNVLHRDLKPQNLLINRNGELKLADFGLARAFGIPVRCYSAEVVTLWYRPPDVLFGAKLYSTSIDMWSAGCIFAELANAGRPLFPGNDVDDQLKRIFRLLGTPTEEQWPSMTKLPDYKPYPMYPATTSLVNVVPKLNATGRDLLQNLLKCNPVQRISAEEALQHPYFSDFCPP
Target sequence (Q15078 whole entry, looked up): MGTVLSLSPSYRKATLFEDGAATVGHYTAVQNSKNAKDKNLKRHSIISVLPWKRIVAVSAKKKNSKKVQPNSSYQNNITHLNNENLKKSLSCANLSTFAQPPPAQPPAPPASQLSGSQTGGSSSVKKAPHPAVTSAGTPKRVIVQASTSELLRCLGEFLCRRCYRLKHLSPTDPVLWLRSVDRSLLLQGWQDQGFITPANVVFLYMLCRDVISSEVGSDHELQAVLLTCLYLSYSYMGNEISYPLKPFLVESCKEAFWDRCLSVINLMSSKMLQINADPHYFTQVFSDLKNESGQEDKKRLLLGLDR
V-ATPase pH = regulators of yeast V-ATPase proton transport; S. cerevisiae, pHLuorin cytosolic pH fluorescence; response, % at 10 µM; hit rate 0.37% among 350,000; in the data active = response mostly above about 7.3%, no sharp cut-off; inactive = mostly below about 5.4%; note: actives read high; inactives centre near 0; some compounds called inactive have numbers as strong as hits; reference of the scale not given here
dFosB activator = enhances mouse delta FosB homodimer DNA binding. P13346. AID 493131. activation, % at 25 µM. purified delta FosB, TAMRA-CDK5 oligo fluorescence polarization; percent of positive-control signal above neutral wells. hit rate 0.99% among 340,000;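 active = mean activation above about 17%, with every replicate also reaching it, limit read from the data, passing the limit was not always enough; inconclusive = only one of the two conditions met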;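 note: fluorescence polarization rise as delta FosB binds a TAMRA Cdk5 AP-1 oligo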
HTR5A inv ag = counter-screen for OPRM1-OPRD1 inverse agonists: human HTR5A inverse agonism. P47898. HTR5A cell line, luminescence. inhibition, % at 9.3 µM. hit rate 0.083% among 340,000; in the data active = inhibition mostly above about 23%, no sharp cut-off; inactive = mostly below about 18%;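 note: 0% = cells with DMSO and 100% = no-cell wells with DMSO; some compounds called inactive have numbers as strong as hits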
Target sequence (P47898 whole entry, looked up): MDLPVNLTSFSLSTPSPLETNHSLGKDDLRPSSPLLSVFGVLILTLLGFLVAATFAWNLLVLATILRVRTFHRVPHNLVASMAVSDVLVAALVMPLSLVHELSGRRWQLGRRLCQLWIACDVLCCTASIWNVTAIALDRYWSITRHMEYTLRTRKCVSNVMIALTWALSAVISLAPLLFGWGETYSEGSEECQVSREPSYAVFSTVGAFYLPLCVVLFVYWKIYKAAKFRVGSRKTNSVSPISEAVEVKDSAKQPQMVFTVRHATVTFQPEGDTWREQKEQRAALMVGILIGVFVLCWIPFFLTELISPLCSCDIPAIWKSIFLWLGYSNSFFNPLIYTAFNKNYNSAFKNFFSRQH
HTR5A ag = activates human HTR5A in OPRM1-OPRD1 agonist counter-screen | P47898 | HTR5A agonist assay, luminescence, cell-based | activation, % at 9.3 µM | hit rate 0.61% among 340,000 | AID 504692; in the data active = activation mostly above about 9.5%, no sharp cut-off; inactive = mostly below about 7.6%;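 note: 0% = cells with vehicle only and 100% = reference agonist; strong numbers were not always called active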
Wnt act = activators of Wnt/beta-catenin signaling | Wnt/beta-catenin reporter cell assay, activator, plate reader | activation, % at 9.35 µM | hit rate 1.2% among 300,000 | AID 743398; in the data active = activation above about 30%, passing the limit was not always enough; inconclusive = no clear call, values can overlap the other calls;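 note: 0% = neutral control wells and 100% = positive control wells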
* = called active by the depositor; ? = inconclusive; . = not tested or not shown.

Structure	MITF TRPM1 HTS	NSD2 inh	SR-BI DiI inh	PvdQ inh	CDK5 p35 inh	V-ATPase pH	dFosB activator	HTR5A inv ag	HTR5A ag	Wnt act
O=C(NC(=S)NC1CCSC1=O)c1ccc([N+](=O)[O-])cc1 (centres undefined)	7.5	2.5	0.7	-8.2	0.5	-3.6	-1.3	6.5	-1.8	1.4
CC1(C)Oc2ccc(C(=O)NN)cc2NC1=O	5.4	-2.3	-9.6	-20.1	-2.2	-3.5	3.3	1.9	1.4	-0.8
O=C(c1ccccc1)c1nc[nH]c1C(=O)Nc1ccccn1	8.9	-3.3	-2.7	-14.7	0.2	2.9	-13.3	4.8	-2.2	.
CCCCn1c(N)c(N(CC(C)C)C(=O)c2cccc(S(=O)(=O)N(C)c3ccc(C)cc3)c2)c(=O)[nH]c1=O	-0.5	3.2	-34.1	-5.9	-1.1	-1.0	-3.3	-0.7	1.2	-4.3
CCC1CCCCN1C(=S)NC(=O)c1ccc([N+](=O)[O-])cc1 (centres undefined)	2.5	-0.1	-2.6	-5.6	-0.5	-1.1	0.2	4.5	-1.7	.
O=C(CSc1nccc(=O)[nH]1)c1ccco1	-12.9	-1.7	-3.1	-10.1	-5.1	-1.0	-0.5	7.2	-2.6	1.0
CCOc1ccccc1/C=C/c1onc(C)c1S(=O)(=O)N1CCC(C(=O)N2CCCCCC2)CC1	-23.2	-1.3	92.1*	1.1	0.7	-2.7	-16.1	-0.6	0.2	-1.9
O=C(Nc1cccc(-c2nc3ncccc3o2)c1)c1ccc2c(c1)OCO2	-4.6	-0.8	-15.6	-8.6	0.2	4.0	-14.4	-20.6	5.7	0.3
Cc1cccc(/C=N/N2CCN(c3ccccc3)CC2)c1	99.5*	2.1	-28.4	8.7	1.7	-6.8	-2.3	-19.5	2.0	19.7
Cc1ccccc1C(=O)Nc1nc(-c2cccnc2)cs1	6.8	4.2	.	-11.2	-2.4	-6.7	7.5	-5.5	2.6	1.6
CCc1nn(CC(=O)N2CCN(C)CC2)c(=O)c2cccn12	.	.	-14.5	-1.5	0.1	0.2	2.0	-26.0	0.9	-0.1
Cc1ccc(-n2ncc3c(=O)n(CC(=O)NC4CCCC4)cnc32)cc1C	-15.6	-2.8	-1.0	-13.1	-1.1	0.9	5.7	-6.7	2.8	.
S=C(NCC1CCCO1)Nc1ccccc1 (centres undefined)	-12.8	-4.0	-16.9	-3.0	-0.2	-2.1	-4.6	6.9	-2.4	-10.3
COC(=O)c1ccc(/C=C2/SC(=S)N(CCC(=O)NCCCN3CCOCC3)C2=O)cc1	0.1	-6.8	.	-11.5	0.8	9.7	-0.2	-7.4	2.6	-1.9
CCOc1ccccc1N1CC(C(=O)N(Cc2nnc(-c3ccccc3Cl)o2)C2CC2)CC1=O (centres undefined)	-2.3	2.1	11.8	0.2	0.5	3.9	4.8	1.7	1.0	-0.5
O=C(O)c1cccc(Cn2cc(Br)cn2)c1	-1.4	0.2	-26.0	-3.3	-1.8	2.4	3.5	6.3	-1.4	.
O=C(O)C1CC1C(=O)Nc1cc(F)ccc1F (centres undefined)	-0.5	-7.6	3.2	-13.0	-1.9	-2.1	1.5	-8.3	3.2	0.4
CSc1nsc(SCC(=O)N2CCc3ccccc32)n1	14.1	6.3	-10.0	1.0	-1.6	2.7	-6.3	0.9	-4.6	.
O=C(O)c1cc2n(n1)C(C(F)(F)F)CC(c1ccccc1)N2 (centres undefined)	0.0	-1.1	-10.9	-7.2	2.2	0.3	-0.5	-14.7	0.8	.
CS(=O)(=O)N(CC(=O)N/N=C/c1ccccc1C(=O)O)c1cccc(Cl)c1Cl	2.4	26.7	.	-10.7	1.8	3.8	-5.6	-7.8	0.4	-1.8
Cc1c(CNC(=O)c2cnn3c2NC(c2ccccc2)CC3C(F)(F)F)cnn1C (centres undefined)	7.0	0.1	-22.9	-13.3	-2.4	3.5	-10.0	-4.2	1.6	-1.2
c1ccc(Oc2ncnc3ccccc23)cc1	1.4	-0.8	1.6	-15.1	0.3	1.2	2.3	-0.9	0.2	-8.0
CN(C)c1nc(N)ncc1-c1ccc(Oc2ccccc2)cc1	-4.6	-1.9	36.1	6.3	-0.2	-1.0	-3.4	11.5	-3.2	0.8
O=C(NNC(=O)c1csc(N2CCOCC2)n1)c1ccc(Cl)nc1	-7.6	0.3	-1.6	8.6	0.0	2.3	1.5	-22.2	7.4	-2.6
COc1ccc(CN2CCCC(C(=O)N3CCCCC3)C2)cc1 (centres undefined)	-0.1	-0.7	17.5	-13.8	0.4	2.8	-9.5	-7.5	1.9	2.3
O=C(NCC(c1cccnc1)N1CCOCC1)NC1CCCCC1 (centres undefined)	12.0	-1.9	-1.3	-1.1	-0.8	-1.5	1.0	1.8	-0.8	-0.7
CSc1ncccc1C(=O)OCC(=O)N(CC(C)C)C1CCS(=O)(=O)C1 (centres undefined)	5.9	0.1	-4.3	-18.0	2.5	4.4	4.6	-17.8	6.6	-0.4
CCOC(=O)N1CCC(n2c(SCC(=O)N3CCC(C)CC3)nc3ccccc3c2=O)CC1	.	-0.2	21.0	-18.2	0.8	-84.9	-23.5	27.7	-3.6	.
COc1ccc(S(=O)(=O)CC2(O)CCN(C(=O)CC(C)C)CC2)cc1	-17.3	-3.4	-11.0	9.8	-0.6	0.5	-1.2	5.7	6.1	-0.7
O=C(CCn1c(=O)oc2ccccc21)NCc1ccco1	.	.	-13.2	-4.8	-1.4	-6.7	-2.4	-25.5	-0.5	-5.4
COCCN1CCN(C(=O)C2CCC(=O)N(Cc3ccccc3OC)C2)CC1 (centres undefined)	-3.7	-1.6	-12.7	9.1	-8.4	4.3	-0.2	2.5	-1.0	-0.8
CC(=O)c1ccc(NC(=O)C[n+]2cccc(C)c2)cc1	-8.7	-0.6	3.7	-4.2	-0.2	2.2	-4.5	9.2	-2.5	-0.7
CCOC(=O)C1=C(C)NC2=C(C(=O)c3ccccc32)C1c1cccnc1 (centres undefined)	-9.0	1.9	-22.3	-7.9	-0.1	-54.3	-23.8	-1.2	4.8	.
CSc1ccc(C(=O)C2CCCN(C(=O)c3ccc4c(c3)no[n+]4[O-])C2)cc1 (centres undefined)	-18.5	.	.	-6.1	-0.3	1.8	12.5	18.9	1.4	7.5
CCOC(=O)C1CCN(C(=O)c2n[nH]c(=O)c3ccccc23)CC1	-0.6	47.8	-2.3	-1.5	-0.9	1.4	0.1	-10.4	2.9	.
O=C(Oc1cccc2ccccc12)c1ccccc1	32.9	.	-4.0	-9.2	-0.9	-2.1	1.5	1.4	2.2	3.3
COC(=O)C1CCN(C(=O)COC(=O)CC(NC(N)=O)c2ccc(Cl)cc2)CC1 (centres undefined)	-10.5	0.3	4.6	-7.6	-0.4	1.1	2.3	-15.0	7.8	7.1
O=C(CSc1ccc(Cl)cc1)NCc1ccco1	.	-0.1	-19.9	-4.2	-4.5	-1.2	-3.1	-48.3	3.7	1.2
CN(CC(=O)Nc1ccccc1Cl)CC(=O)Nc1cccc2ccccc12	.	-1.9	-12.1	-11.4	-3.7	-2.1	-5.6	-1.1	4.6	-0.8
O=S(=O)(c1ccccc1)N1CCN(c2cc(-c3ccccc3)nc3ncnn23)CC1	-48.2	-0.3	9.1	8.9	0.0	14.7	6.6	16.8	3.7	.
CCC1C(=O)Nc2ccccc2N1C(=O)c1ccc(Cl)nc1 (centres undefined)	-0.2	-1.0	11.6	-1.2	0.7	-1.5	-4.9	-7.8	3.2	-1.6
CCOC(=O)c1cc([N+](=O)[O-])sc1NC(=O)c1ccc(S(=O)(=O)N2CC3(C)CC2CC(C)(C)C3)cc1 (centres undefined)	-76.5	.	63.8	-10.3	-1.9	-2.7	-5.1	12.8	-4.8	-1.4
O=C(c1ccc(SCc2cccc(Br)c2)c([N+](=O)[O-])c1)N1CCN(c2ccccn2)CC1	-8.9	-0.8	-4.6	-9.9	-1.2	2.0	-3.7	23.4	-4.6	-1.4
N[C@@H](Cc1ccc(O)cc1)c1nnc([C@H](CCC(=O)O)NC(=O)C2CCNCC2)o1	2.2	.	-19.0	-17.2	0.4	-2.7	3.5	1.8	2.4	-0.7
CCc1nnc(NC(=O)CSc2nnc(Cc3cccn3C)n2CCOC)s1	.	.	-21.0	4.5	-0.9	0.8	-4.8	3.6	-1.2	-4.3
CCCCc1nn(-c2cc(Cl)ccc2OC)c2c1C(=O)CC(C)(C)C2	17.7	.	17.0	-19.6	-7.6	1.5	-7.8	-37.0	13.2	-3.5
N#CCCN(C(=O)CSc1nc2ccccc2c(=O)[nH]1)c1ccc(F)cc1	8.5	-3.9	-0.3	-12.0	1.7	0.1	-4.4	16.5	9.5	-2.4
O=c1[nH]c(-c2ccc(-c3cccc(Cl)c3)o2)nc2ccccc12	104.1*	.	16.0	-3.6	0.0	-10.1	-3.1	-7.6	3.0	?
O=C(CCCNC(=O)c1ccc(Cl)cc1)Nc1ccc(Br)cc1	.	-10.9	.	11.4	1.1	3.9	5.9	-2.6	0.9	-1.0
COc1ccc(NC(=S)N2CCN(S(=O)(=O)c3ccc(F)cc3)CC2)cc1OC	1.2	-0.5	-2.2	4.2	1.6	-1.9	-6.6	-13.1	5.1	-0.9
COCCn1c(SCC(=O)Nc2cccc(OC)c2)nnc1-c1ccccc1	0.9	-1.0	3.3	9.2	-1.4	0.3	-4.5	25.1	8.7	-3.8
CC(C)C(O)(C#CCN1CCCC1)c1ccccc1 (centres undefined)	2.3	7.9	-30.6	-12.5	-0.5	0.1	1.3	6.7	-2.6	.
Cc1csc(NC(=O)c2ccc(N3CCCC3=O)cc2)n1	-40.6	-2.2	41.0	5.4	8.8	-0.5	-9.8	6.1	-2.5	34.6*
Cc1ccc(C(C)C)cc1OCC(=O)NC1CCCCCCC1	13.6	-3.3	29.5	-5.1	-0.5	-2.6	-2.8	5.4	-1.8	-8.2
